CAL PDZ FP-1: CAL PDZ (human) peptide binding inhibition | 300,000 tested, 0.92% active | purified CAL PDZ, TMR-peptide fluorescence polarization, 1 h | inhibition, % at 24.9 µM | AID 602252;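 active means mean inhibition of at least 30% with at least half of replicates also reaching 30%; inconclusive means no clear call, values can overlap the other calls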;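 further: 0% = DMSO neutral control and 100% = excess unlabeled competitor peptide PRC23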
cardiac RTF act: cardiac RTF calcium sensitization | P19429+P45379 | IANBD-labeled TnC RTF fluorescence at EC20 calcium; 0% EC20 calcium, 100% full calcium | activation, % at 7.2 µM | 340,000 tested, 0.24% active | AID 493008;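 active means activation above the mean over all tested compounds plus 3 SD, cut at about 30% in these data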;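 further: rise in fluorescence read as greater calcium sensitivity of cardiac thin filaments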
CAL PDZ FP-2: blocks peptide binding to human CAL PDZ domain; purified CAL PDZ, TMR-peptide fluorescence polarization, 1 h; inhibition, % at 20 µM; 330,000 tested, 0.02% active; AID 504414;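 active means highest replicate inhibition of at least 40%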;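 further: plate controls were DMSO neutral control wells for no effect and unlabeled competitor peptide control wells for full effect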
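material = purified tagged CAL PDZ domain construct (CerCALP) | buffer or medium = sodium phosphate/NaCl buffer pH 7.4 with TCEP, IgG, Thesit | reagent = TMR-labelled reporter peptide T*-PRC34 bound in PDZ groove | incubation = 1 h room-temperature incubation prior to read | measured by = fluorescence polarization (mP) | evaluation = percent inhibition from loss of millipolarization | control set = unlabelled peptide and DMSO controls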
dFosB act: activators of mouse delta FosB homodimer. P13346. purified delta FosB, TAMRA-CDK5 oligo fluorescence polarization; percent of positive-control signal above neutral wells. activation, % at 25 µM. 340,000 tested, 0.99% active. AID 493131;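 active means mean activation above about 17%, with every replicate also reaching it, limit read from the data, passing the limit was not always enough; inconclusive means only one of the two conditions met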;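 further: fluorescence polarization rise as delta FosB binds a TAMRA Cdk5 AP-1 oligo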
Target sequence (P13346 whole entry, looked up): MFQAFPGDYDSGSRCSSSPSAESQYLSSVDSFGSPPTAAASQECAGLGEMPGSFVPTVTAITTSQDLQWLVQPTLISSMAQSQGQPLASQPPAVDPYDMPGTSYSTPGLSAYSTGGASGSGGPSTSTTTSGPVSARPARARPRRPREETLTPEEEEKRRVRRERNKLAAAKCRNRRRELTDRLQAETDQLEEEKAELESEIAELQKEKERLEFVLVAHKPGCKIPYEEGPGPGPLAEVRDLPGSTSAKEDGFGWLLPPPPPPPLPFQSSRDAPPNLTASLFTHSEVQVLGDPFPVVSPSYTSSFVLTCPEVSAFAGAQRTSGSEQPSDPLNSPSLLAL
V-ATPase pH: alters yeast V-ATPase proton transport; 350,000 tested, 0.37% active; response, % at 10 µM; S. cerevisiae, pHLuorin cytosolic pH fluorescence; AID 504577; in the data active means response mostly above about 7.3%, no sharp cut-off; inactive means mostly below about 5.4%; further: actives read high; inactives centre near 0; some compounds called inactive have numbers as strong as hits
Wnt act: activates Wnt/beta-catenin signaling in a reporter cell assay; activator, plate reader; activation, % at 9.35 µM; 300,000 tested, 1.2% active; AID 743398; in the data active means activation above about 30%, passing the limit was not always enough; inconclusive means no clear call, values can overlap the other calls;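 further: 0% = neutral control wells and 100% = positive control wells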
Rtt109 Vps75: C. albicans Rtt109 histone acetyltransferase inhibition. purified Rtt109/Vps75, ThioGlo CoA-SH fluorescence, 4 h. 330,000 tested, 0.16% active. inhibition, % at 34.9 µM;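 active means inhibition of at least 50% in every replicate; inconclusive means best replicate reaches 50% inhibition but some replicates fall short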
Target sequence (Q5AAJ8 whole entry, looked up): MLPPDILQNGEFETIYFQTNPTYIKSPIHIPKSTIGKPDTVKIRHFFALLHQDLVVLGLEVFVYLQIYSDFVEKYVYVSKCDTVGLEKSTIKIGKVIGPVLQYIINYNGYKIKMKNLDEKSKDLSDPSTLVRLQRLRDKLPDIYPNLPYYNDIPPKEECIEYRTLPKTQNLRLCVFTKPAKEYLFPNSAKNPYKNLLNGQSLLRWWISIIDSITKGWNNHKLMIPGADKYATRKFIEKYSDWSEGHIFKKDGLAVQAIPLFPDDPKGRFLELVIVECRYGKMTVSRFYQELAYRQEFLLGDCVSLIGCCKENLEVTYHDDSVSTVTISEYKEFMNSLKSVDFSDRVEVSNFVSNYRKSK
Tat transport: blocks Tat-dependent protein export in E. coli | E. coli MC4100 TorA-mCherry Tat export, fluorescence | inhibition, % at 10 µM | AID 488895 | 340,000 tested, 0.036% active;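 active means mean replicate inhibition at least 50% and at least half of replicates individually reaching 50%; inconclusive means only one of the two criteria met; inactive means neither criterion met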;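 further: exported cargo escapes ClpAP degradation while cytoplasmic cargo is degraded and loses fluorescence; 0% = median of neutral control wells and 100% = median of NaSCN control wells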
CDK5 p35 inh: CDK5/p35 (human) kinase inhibition; Q00535+Q15078; Recombinant CDK5/p35, ADP-Glo luminescence, 60 min; inhibition, % at 10 µM; 330,000 tested, 0.01% active;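 active means highest replicate inhibition of at least 50% and at least 75% of replicates reaching 50%; inconclusive means only one of the two criteria met; inactive means both criteria failed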;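 further: plate controls were DMSO neutral control for no effect and GW8510 at 10 µM for full effect; many of its hits are not listed in these tables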
MITF act: activators of MITF-driven TRPM1 promoter activity in SK-MEL-5 cells | SK-MEL-5 TRPM1-promoter luciferase, 24 h; % of positive control, neutral wells = 0 | AID 588334 | activation, % at 12.5 µM | 300,000 tested, 0.75% active;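 active means mean activation of at least 80% with every replicate also reaching 80%; inconclusive means mean reaches 80% but some replicate falls short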;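 further: 0% = neutral control wells and 100% = parthenolide positive control wells; values of inactives mirror those of a sister screen read the other way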
The depositor's hits bear a star; ? = inconclusive; . = not tested or not shown; & = joins results of further samples.

Structure	CAL PDZ FP-1	cardiac RTF act	CAL PDZ FP-2	dFosB act	V-ATPase pH	Wnt act	Rtt109 Vps75	Tat transport	CDK5 p35 inh	MITF act
Cc1ccc(C)c(N2CCN(S(=O)(=O)c3csc(C(N)=O)c3)CC2)c1	.	1	-0.3	-8	-1	-1	20	0	3.7	-6
C[C@@H]1NS(=O)(=O)c2cc(Cl)ccc2O[C@@H]1c1ccccc1	-4	1	-0.3	-1	-2	-2	-1	1	-2.3	2
Cc1cc(C)n2nc(C(=O)Nc3ccc4c(c3)OCO4)cc2n1	0	-4	-0.9	-7	-2	.	-4	-1	0.5	39
CC(OC(=O)c1ccc(C#N)cc1)C(=O)Nc1ccc(Cl)cn1 (stereo unspecified)	2	-2	-3.1	0	6	1	23	5	1.2	-4
COC(=O)C1=C(N)Oc2c(oc(CO)cc2=O)C1c1c(F)cccc1Cl (stereo unspecified)	-2	6	-3.0	-7	3	3	-6	-8	-0.3	14
CN(c1ccc(-c2csc(NC(=O)C3CC(=O)N(Cc4ccco4)C3)n2)cc1)S(C)(=O)=O (stereo unspecified)	-4	-4	-1.1	-5	-1	-3	7	-4	0.4	13
CC(C(=O)Nc1ccc(S(=O)(=O)N2CCOCC2)cc1)N(c1ccccc1)S(C)(=O)=O (stereo unspecified)	-3	-1	-0.6	9	6	.	6	2	1.6	2
CCCc1nc2ccccc2c(=O)n1/N=C/c1ccc(O)cc1	.	-2	-0.8	-9	1	.	0	-9	0.3	.
N=c1c2c(ncn1CCN1CCOCC1)Oc1cc(O)ccc1C2c1ccccc1 (stereo unspecified)	-5	6	-1.0	-11	-1	2	9	8	0.7	5
CC(C)(C)OC(=O)NC(CC(=O)OCc1ccccc1)C(=O)O (stereo unspecified)	0	-2	-1.4	0	0	1	2	-3	2.1	-3
COc1ccc(NC(=O)CSc2nnc(CNC(=O)COc3ccc(Cl)cc3)o2)c(OC)c1	-1	-1	-1.1	-2	-3	-9&-1	5	9	2.0	-8
COc1ccc(-c2ccc(-c3noc(-c4cccc(OC)c4)n3)c(OC)n2)cc1	-4	5	-2.3	-9	-1	.	-3	-3	-0.9	15
Cc1cc(Cl)c2c(c1)[C@]1(C(=O)N2)[C@@H]2C(=O)N(Cc3ccccc3)C(=O)[C@@H]2[C@@H]2CCCN21	1	-1	-2.2	-10	0	-1	5	12	-5.6	-1
Cc1cc(C)n(CC(O)COc2ccc(Cl)cc2)n1 (stereo unspecified)	0	3	1.2	4	3	1	4	-1	1.0	.
COc1ccc(C(=O)C[n+]2cccc3cc(OC)ccc32)cc1	.	9	0.3	2	2	12	-12	6	-1.1	1

Remaining list, next part:
Structure	CAL PDZ FP-1	cardiac RTF act	CAL PDZ FP-2	dFosB act	V-ATPase pH	Wnt act	Rtt109 Vps75	Tat transport	CDK5 p35 inh	MITF act
CCCc1[nH]nc2c1C(c1ccc(Br)s1)C(C#N)=C(N)O2 (stereo unspecified)	-2	3	-1.3	-4	2	.	-11	-16	0.4	-39
Cc1c(C2=CCN(S(=O)(=O)c3ccc(Br)cc3)CC2)c2ccccc2n1C	-6	8	-2.4	32*	3	.	1	-7	1.7	13
CCN(CC)c1ccc(N2C(=O)c3ccccc3C2=O)cc1	102*	-3	.	4	-7	-1	1	-3	-1.0	43
Cc1ccc(C)n1-c1cc(S(=O)(=O)N2CCOCC2)ccc1N1CCCC1	0	1	-0.4	-2	-3	-11	-4	-9	0.1	-15
CC(C)[C@H](NC(=O)c1ccccc1Cl)C(=O)OCC(=O)NC(=O)NCc1ccco1	-4	-5	-1.5	-3	-1	-2	-10	-4	-0.2	6
COCCC(=O)NC1CCCc2c1cnn2-c1cccc(C)c1C (stereo unspecified)	-4	-3	.	2	-1	-2	3	5	0.5	-5
O=C(c1ccc(Cl)cc1[N+](=O)[O-])N1CCc2ccccc2C1	-2	7	-1.2	0	0	-2	-4	2	-4.5	-9
CCn1nc(C)cc1-c1nnc(Sc2ncc([N+](=O)[O-])s2)n1C	5	-4	0.8	-10	-1	-11	-8	12	3.1	-93
C=CCSC1=N/C(=C\c2ccc(C)o2)C(=O)S1	8	1	-0.2	-3	7	.	6	6	-2.3	-18
CCNc1nc(NCC)nc(N(C)/N=C/c2ccco2)n1	5	0	0.5	0	1	3	-2	2	0.0	4
COc1ccccc1C(=O)NCCC(=O)N(C)CC(=O)Nc1ccc(C)cc1	0	2	-0.4	-5	5	0	0	1	-0.5	3
O=[N+]([O-])c1cccc(C(=Nc2ccccc2Cl)NO)c1	-2	3	0.1	-2	0	-4	-1	11	1.1	-2
Cc1cc(Oc2ccc(Cl)cc2)nc(-c2ccccn2)n1	-3	-1	1.3	-12	2	0	-11	1	0.9	.
c1coc(-c2nnc3n2C2(CCCC2)Cc2ccccc2-3)c1	.	3	-2.4	-6	-5	-1	24	-4	-0.5	-1
O=C(CSc1nnc(CNC(=O)c2ccco2)o1)Nc1cccc(C(F)(F)F)c1	-4	-2	-2.3	1	-1	1	-1	12	1.6	-3

(next part)
Structure	CAL PDZ FP-1	cardiac RTF act	CAL PDZ FP-2	dFosB act	V-ATPase pH	Wnt act	Rtt109 Vps75	Tat transport	CDK5 p35 inh	MITF act
Cc1[nH]c(=O)[nH]c(=O)c1S(=O)(=O)N1CCC(C(=O)N2CCN(c3cccc(C(F)(F)F)c3)CC2)CC1	-1	12	-2.0	-7	-1	-3	-2	0	-5.7	11
COc1ccccc1N1CCN(C2CCCN(C(=O)Cn3cccn3)C2)CC1 (stereo unspecified)	-3	-1	-1.4	0	2	0	-3	12	0.8	4
COc1cc(CN2CCN(Cc3ccc4cc(F)ccc4n3)CC2CCO)cc(OC)c1 (stereo unspecified)	-18	1	1.6	-9	0	0	-7	-6	0.6	-14
O=C1CC(c2ccccc2)Sc2ccccc2N1 (stereo unspecified)	-3	-1	-0.3	-1	-2	.	-6	-3	-2.4	.
COC(=O)[C@@H]1C[C@H]1[C@@H](NC(=O)c1ccccc1)c1ccccc1	2	-2	0.1	-1	6	3	13	12	-0.7	2
CCOC(=O)CSc1nc2cc3c(cc2cc1C#N)OCO3	-4	0	-2.2	-13	4	.	-6	0	0.8	90*
CCN(CC)S(=O)(=O)c1cccc(-c2nnc(SCc3nc4ccccc4s3)o2)c1	-6	-4	-1.1	-2	-3	.	6	2	0.6	15
Cc1ccc(NC(=O)C2CCCN(S(=O)(=O)c3c(C)noc3/C=C/N(C)C)C2)c(C)c1 (stereo unspecified)	.	-3	-0.8	-1	4	-4	19	-1	1.0	3
COc1ncccc1C(=O)N1CCC(n2nccc2NC(=O)CC(C)C)CC1	-2	-2	-1.4	-3	1	9	-2	10	1.0	3
Cc1cc(NC(=O)CSc2nc(-c3ccco3)cc(C(F)(F)F)n2)no1	-5	-1	0.2	3	3	.	8	-1	-0.2	-32
O=C(Nc1cccnc1)c1cc(-c2ccc(F)cc2)on1	.	-1	-2.8	-6	-1	-2	3	-1	0.8	22
Cc1ccn2c(NC(=O)c3ccco3)c(-c3ccccc3)nc2c1	-2	4	-2.4	3	-5	.	-8	-13	0.5	1
COc1cccc(C(=O)OCC(=O)Nc2nnc(-c3ccccc3)o2)c1	2	2	0.0	-2	-2	-2	9	-6	-1.3	-4
COc1cc(C(=O)NNC(=O)C2CCCC2)cc(OC)c1OC	-2	6	-2.0	-2	-2	1	4	-2	1.0	-7
O=S(=O)(Nc1cc(Cl)ccc1-n1cncn1)c1cc(Br)ccc1Br	-1	-5	-1.4	3	-3	-3	7	-3	-4.3	-19

Following part:
Structure	CAL PDZ FP-1	cardiac RTF act	CAL PDZ FP-2	dFosB act	V-ATPase pH	Wnt act	Rtt109 Vps75	Tat transport	CDK5 p35 inh	MITF act
O=C(c1cc(Br)ccc1Cl)N1CCN(c2ccc(N3CCOCC3)nn2)CC1	0	7	-1.1	3	-2	-5	-2	0	0.6	-10
Cc1cc(O)c(C(C)C)cc1NC(=O)c1ccc(Cl)cc1	-3	3	-0.7	-4	-3	.	-9	-5	-1.6	11
CCOCCCNC(=S)NCCc1ccccc1	-9	2	-0.8	6	5	8	1	1	0.4	25
COc1ccc(NC(C)=O)cc1NC(=O)CCn1c(=O)sc2ccccc21	-4	3	-0.7	0	0	1	7	1	1.3	6
O=C(CN1CCN(Cc2cccc(Cl)c2)C1=O)NCc1cccs1	3	1	-1.0	-1	1	-4	-8	0	0.9	-9
CNC(=S)SCCOc1ccc(C)cc1	-1	2	-0.7	4	-1	6	.	-3	-3.1	-6
C/C(CC(=O)NCc1ccco1)=N\NC(=O)CC#N	-1	-3	-0.6	-13	-2	-4	4	0	0.1	-3
O=C(NCCc1ccccc1)c1cnn2c(C(F)F)cc(C3CC3)nc12	-1	-7	-1.2	-11	2	.	8	-5	0.5	17
CC(NC(=O)CN1CCN(Cc2ccc(Cl)cc2)C1=O)c1ccc2c(c1)OCCO2 (stereo unspecified)	.	-1	0.1	-3	3	-1	-8	5	-8.6	.
CCn1cnc2sc(C(=O)O)c(C)c2c1=O	1	-1	-0.9	4	1	.	-13	-9	-0.5	.
CCOC(=O)N1CCN(S(=O)(=O)c2ccc(C(=O)Nc3sc4c(c3C(N)=O)CC(C)(C)NC4(C)C)cc2)CC1	-3	3	-4.8	-11	0	-3	-36	3	1.9	-4
CC(=O)Nc1ccc(N/C=C/C(=O)c2ccc(Br)cc2)cc1	-1	3	26	0	2	.	-12	0	0.3	47
Cc1c(N=Nc2c(-c3ccc([N+](=O)[O-])cc3)[nH]n(C(N)=S)c2=O)cccc1[N+](=O)[O-]	6	-10	-1.0	-3	3	-6	16	-2	0.6	-60
Cc1ccccc1S(=O)(=O)N(CC(O)CN1CCCCC1)c1ccccc1 (stereo unspecified)	6	-1	0.5	-4	2	-2	-1	1	1.6	-6
Cc1ccc(NC(=O)CC2C(=O)NCCN2C(=O)c2ccc(F)cc2)cc1 (stereo unspecified)	-3	-2	-2.2	-3	-4	0	-15	3	-0.1	4

Next results follow:
Structure	CAL PDZ FP-1	cardiac RTF act	CAL PDZ FP-2	dFosB act	V-ATPase pH	Wnt act	Rtt109 Vps75	Tat transport	CDK5 p35 inh	MITF act
Nc1nc(SCc2ccccc2)c2ncn(C3OC(CO)C(O)C3O)c2n1 (stereo unspecified)	0	0	-0.4	-8	-1	-1	2	0	-0.7	-6
CCCCCCCCCC[n+]1cccc2c3ccccc3ccc21	.	3	-2.0	13	0	-7	?	-7	-1.7	-100
O=C(COC(=O)CCNS(=O)(=O)c1ccc(Cl)cc1)NCc1ccco1	1	5	-0.4	-4	4	0	2	3	-0.8	-2
CCc1noc(C)c1C(=O)OCC(=O)Nc1cccc(C)c1	-2	-2	-1.9	1	0	0	-2	8	-0.6	-9
COC(=O)c1ccc(NC(=O)CSc2nc(=O)cc(N)n2-c2ccccc2)cc1	-11	1	-4.1	-10	1	2	-6	-1	-4.0	6
Cc1cc(OCCN2CCCCCC2)ccc1[N+](=O)[O-]	7	3	-0.9	13	-5	0	-10	-7	-1.1	13
CCN(CC)S(=O)(=O)c1ccc2oc(SCC3CN=C(c4ccc(OC)cc4)S3)nc2c1 (stereo unspecified)	-6	1	0.1	-9	2	0	7	-15	0.5	-18
